Screens: PubChem, National Center for Advancing Translational Sciences (NCATS)
HEK293 tox = cytotoxicity in counter-screen for GLP-1R inverse agonists. HEK293 cAMP-luciferase reporter cells, luminescence, 24 h. Potency, µM (top dose mostly 38.3 µM), inactives show at the top dose activity change, negative = inhibition, hits mostly inhibitors. 410,000 tested, 0.13% active. AID 624418;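 note: loss of luciferase light is scored as toxicity; % is set by controls: 0 for no effect and ±100 for the full control effect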
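MLSMR compounds, 24 hr on cells at 37 deg C/5% CO2; luminescence after luciferase reagent (12 min RT). Inhibition counted as the undesired cytotoxic outcome.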
SW480 rereplic = induces DNA re-replication in SW480 colon adenocarcinoma cells. 340,000 tested, 1.8% active. AID 624297. Potency, µM (top dose mostly 46.1 µM), for inactives: at the top dose re-replication activation, most hits filed as activators. SW480 DNA re-replication, Hoechst DNA content imaging, 48 h; note: % of control where 0% means no effect; nearly all actives have a fitted effect of over 55% in size
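DNA re-replication was detected as more nuclei of elevated Hoechst intensity after 48 hr exposure to compound (23 nL pinned per well of 250 cells).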
KB-V1 MDR tox = KB-V1 MDR subline cytotoxicity; KB-V1 MDR cells viability, CellTiter-Glo, 72 h; Potency, µM (highest dose often 46.1 µM), without a hit: at the top dose activity change, negative = cytotoxicity, usual class: cytotoxic; 400,000 tested, 3.4% active; AID 1347076; note: % is set by controls: 0 for no effect and ±100 for the full control effect; nearly all actives have a fitted effect of over 60% in size
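In this primary screen, KB-V1 cells overexpressing P-gp are incubated with library compounds (lowest to highest concentration) for 72 h at 37 degrees C before a luminescent ATP viability read.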
GLP-1R inv ag = GLP-1 receptor (human) inverse agonism; Potency, µM (top dose mostly 38.3 µM), without a hit: at the top dose activity change, negative = inhibition, actives largely listed as inhibitors; 410,000 tested, 1.6% active; P43220; HEK293 GLP-1R CRE-luciferase, luminescence, 24 h; GLP-1R form is constitutively active; AID 624417; note: % is set by controls: 0 for no effect and ±100 for the full control effect; nearly all actives have a fitted effect of over 55% in size
Target sequence (P43220 whole entry, looked up): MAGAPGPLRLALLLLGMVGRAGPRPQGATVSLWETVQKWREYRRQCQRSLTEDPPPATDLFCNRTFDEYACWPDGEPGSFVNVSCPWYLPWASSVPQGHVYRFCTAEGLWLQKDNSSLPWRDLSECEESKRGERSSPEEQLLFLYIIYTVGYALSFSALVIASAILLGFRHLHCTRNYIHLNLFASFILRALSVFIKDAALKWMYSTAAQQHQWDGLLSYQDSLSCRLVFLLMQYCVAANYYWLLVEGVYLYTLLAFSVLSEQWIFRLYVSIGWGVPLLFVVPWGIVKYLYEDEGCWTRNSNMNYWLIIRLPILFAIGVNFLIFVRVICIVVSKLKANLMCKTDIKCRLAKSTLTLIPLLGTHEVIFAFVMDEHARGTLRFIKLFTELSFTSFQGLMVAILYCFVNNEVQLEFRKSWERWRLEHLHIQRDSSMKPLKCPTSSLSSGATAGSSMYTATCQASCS
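Assay principle: reduced luminescence from a cAMP-responsive reporter in HEK293 cells co-expressing a constitutively active GLP-1R. Conditions: 24 hr compound incubation, 37 deg C, 5% CO2.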
TDP-43 yeast inh = TDP-43 toxicity inhibition in yeast. TDP-43 expressing yeast growth rescue, BacTiter-Glo, 24 h. Potency, µM (titrated, usually from 46.1 µM), inactives show top-dose growth rescue (activation), most hits filed as activators. 410,000 tested, 1.8% active. AID 652104; note: % of control where 0% means no effect; nearly all actives have a fitted effect of over 50% in size
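Growth rescue of TDP-43-toxic yeast measured as ATP luminescence (BacTiter-Glo). Cells grown to mid-log in raffinose, induced in galactose at OD600=0.02, exposed to compound 24 hr at 30 deg C.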
GLP-1R agonist = agonists of human GLP-1 receptor | P43220 | HEK293 GLP-1R CRE-luciferase, luminescence, 4-6 h; cells express a hypersensitive GLP-1R form | Potency, µM (series often up to 45.6 µM), without a hit: at the highest dose activation, usual class: activators | 380,000 tested, 0.007% active | AID 624172; note: % of control where 0% means no effect
HT1080 IDH1KD tx = kills HT-1080 cells with IDH1 knockdown; HT-1080 IDH1 knockdown viability, ATP luminescence, 48 h; Potency, µM (doses to about 46.1 µM), for inactives: at the top dose activity, negative = toxicity, actives largely listed as cytotoxic; 360,000 tested, 2% active; AID 686971;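 note: 0% = DMSO wells and -100% = cell-free medium wells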
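Viability of IDH1-knockdown HT-1080 fibrosarcoma cells was assessed by CellTiter-Glo after 48 h at 37 °C with titrated compound; concentration-effect curves were classified by fit quality and response size.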
HT1080-NT tox = kills 2HG-producing HT-1080-NT fibrosarcoma cells; HT-1080-NT fibrosarcoma viability, CellTiter-Glo ATP luminescence, 48 h; Potency, µM (titrated, usually from 46.1 µM), without a hit: at the top dose activity, negative = less viability, usual class: cytotoxic; 360,000 tested, 1.6% active; AID 686970;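 note: NT is the 2HG producing partner of a matched IDH1 knockdown line; 0% = DMSO-treated cells and -100% = media-only wells without cells; nearly all actives have a fitted effect of over 55% in size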
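750 cells/well, RPMI + 5% FBS; 2 h settle, compound pin-transfer, 48 h at 37 degrees C. CellTiter-Glo 10 min RT, luminescence. Normalized to DMSO and media-only wells.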
KB-3-1 cytotox = kills parental KB-3-1 adenocarcinoma cells. KB-3-1 viability, CellTiter-Glo ATP luminescence, 72 h. Potency, µM (top dose mostly 46.1 µM), for inactives: at the highest dose activity change, negative = cytotoxic, actives largely listed as cytotoxic. 400,000 tested, 1.4% active. AID 1347075; note: % is set by controls: 0 for no effect and ±100 for the full control effect; nearly all actives have a fitted effect of over 60% in size
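Luminescent ATP read-out (CellTiter-Glo) measures survival of drug-naive KB-3-1 cells after 72 h compound exposure at 37 °C. Titration series was screened from lowest to highest concentration, with DMSO vehicle plates as background controls.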
Active calls of the source: *; ? = inconclusive; . = not tested or not shown; & = joins results of further samples; [ ] = another dose, or the depositor's remark. Calls come from the whole dose curve; as a rule, active = well fitted curve in the direction sought with a large enough effect; inconclusive = small, poorly fitted or top-dose-only effect, or another doubt; inactive = no such curve, though single readings can be large; an effect the other way counts as inactive or inconclusive. Potency is the fitted concentration of half-maximal effect.

SMILES	HEK293 tox	SW480 rereplic	KB-V1 MDR tox	GLP-1R inv ag	TDP-43 yeast inh	GLP-1R agonist	HT1080 IDH1KD tx	HT1080-NT tox	KB-3-1 cytotox
CCN(CC)C(CNC(=O)CSc1nnnn1-c1ccc(C)c(C)c1)c1ccco1 (centres undefined)	5%	-2%	-16%	?	2%	-3%	1%	-3%	1%
COc1cc(/C=C2\SC(=S)N(CCC(=O)Nc3ccccn3)C2=O)cc(OC)c1OC	9%	2%	-26%	18%	?	1%	16%	17%	12%
Cc1ccc(C2/C(=C(/O)c3ccc4c(c3)CC(C)O4)C(=O)C(=O)N2CCCn2ccnc2)cc1 (centres undefined)	-11%	-7%	?	-1%	-7%	0%	-4%	-6%	-4%
CC(C)(C)c1cc[n+](-c2[nH]c(=O)sc2/C=N/N=C(\[O-])c2ccccc2)cc1	-26%	-3%	1%	14%	10%	-2%	9%	2%	4%
Cc1ccc(N=CC2=C(O)CC(c3cccc(Cl)c3)CC2=O)cc1 (centres undefined)	7%	?	8%	1%	5%	0%	18%	10%	4%
CCn1c2c(c(=O)n3ncc(C(=O)Nc4ccc(F)c(Cl)c4)c13)CN(Cc1ccc(OC)cc1)CC2	-13%	.	-12%	-26%	9%	.	.	.	11%
CNc1cncc(-c2ccccc2CO)n1	-3%	.	4%	24%	18%	10%	17%	16%	0%
Oc1cccc(/C=N/N(Cc2ccccc2)c2ccccc2)c1	?	?	?	?	-95%[inhibitor]	5%	18µM*	?	-20%
CCOC(=O)C1CCN(C(=O)COc2ccc(N(C)S(=O)(=O)c3ccc(C)cc3)cc2)CC1	-3%	-8%	-14%	-19%	-6%	0%	-1%	-11%	-1%
CCOC(=O)[C@@H]1[C@H]2COc3ccccc3[C@@H]2N2C(=O)N(c3ccc(OC)cc3)C(=O)[C@@]12C	1%	1%	2%	2%	5%	2%	-12%	-8%	?
Cc1ccc(-n2c(=O)c3c(c4cc(C)ccc4n3C)n(CC(=O)NCC3CCCO3)c2=O)cc1 (centres undefined)	-13%&1%	.	-30%&-1%	9%&0%	0%&5%	-2%	12%	9%	-1%&-3%
COc1ccc(-c2cc(COc3ccccc3)on2)cc1	14%	-2%	-1%	47%[activator]	12%	10%	13%	12%	-3%
CSc1ccccc1C(=O)Nc1cccc(C(C)O)c1 (centres undefined)	1%	-3%	7%	-2%	-4%	3%	-4%	-1%	-4%
CC(C)(C)n1nnnc1C(c1ccccc1F)N1CCN(C(=O)c2ccco2)CC1 (centres undefined)	18%	-1%	?	8%	13%	8%	13%	-1%	10%
Cc1sc2c3ccsc3ccc2[n+]1C	-3%	-1%	4%	-20%	23%	-2%	-21%	-6%	5%
O=C1c2ccccc2C(=O)N1CCCc1nc(-c2ccncc2)no1	3%	-21%	1%	45%[activator]	18%	-5%	4%	-1%	21%
CCCOc1cccc(C(=O)N/N=C/c2coc3ccccc3c2=O)c1	-2%	?	14%	-21%	?	0%	-5%	6%	15%
COc1ccc2[nH]c(-c3ccc(C)cc3)cc(=O)c2c1	0%	?	?	3.2µM*	2%	-4%	23µM*	?	9.2µM*
O=[N+]([O-])c1ccc(N2CCN(c3ccc(O)cc3)CC2)c(Cl)c1	-9%	5%	-27%	?	?	-3%	-24%	-26%	-27%
OC(CCN1CCCCC1)(c1ccccc1)C1C[C@@H]2C=C[C@H]1C2 (some centres undefined)	-9%	?	-26%	-20%	0%	0%	-8%	7%	0%
Cc1nn(CC(=O)OCC(=O)NCCc2ccc(F)cc2)c(C)c1[N+](=O)[O-]	-2%	2%	-4%	11%	9%	-4%	17%	-4%	-14%
Cc1cccc(Nc2ncc3c(n2)CC(c2ccco2)CC3=O)c1 (centres undefined)	-6%	-4%	?	-4%	?	0%	?	?	-3%
Cc1ccc(C)c(N(CC(=O)NCCSCc2ccco2)S(C)(=O)=O)c1	12%	0%[9.22 µM]	1%	4%	-1%	0%	0%	12%	-13%
O=C(NCc1ccccc1C(F)(F)F)C1CC(c2cccc(F)c2)=NO1 (centres undefined)	2%	-8%[9.22 µM]	-1%	-3%	36%	8%	10%	14%	14%

Some of the entries so far, as a markdown table.
| molecule | HEK293 tox | SW480 rereplic | KB-V1 MDR tox | GLP-1R inv ag | TDP-43 yeast inh | GLP-1R agonist | HT1080 IDH1KD tx | HT1080-NT tox | KB-3-1 cytotox |
| --- | --- | --- | --- | --- | --- | --- | --- | --- | --- |
| O=[N+]([O-])c1ccc(N2CCN(c3ccc(O)cc3)CC2)c(Cl)c1 | -9% | 5% | -27% | ? | ? | -3% | -24% | -26% | -27% |
| OC(CCN1CCCCC1)(c1ccccc1)C1C[C@@H]2C=C[C@H]1C2 (some centres undefined) | -9% | ? | -26% | -20% | 0% | 0% | -8% | 7% | 0% |
| Cc1nn(CC(=O)OCC(=O)NCCc2ccc(F)cc2)c(C)c1[N+](=O)[O-] | -2% | 2% | -4% | 11% | 9% | -4% | 17% | -4% | -14% |
| Cc1cccc(Nc2ncc3c(n2)CC(c2ccco2)CC3=O)c1 (centres undefined) | -6% | -4% | ? | -4% | ? | 0% | ? | ? | -3% |

Remaining list, next part:
SMILES	HEK293 tox	SW480 rereplic	KB-V1 MDR tox	GLP-1R inv ag	TDP-43 yeast inh	GLP-1R agonist	HT1080 IDH1KD tx	HT1080-NT tox	KB-3-1 cytotox
Cc1cccc(NC(=O)CSc2ncnc3nc[nH]c23)c1C	4%	?	9%	7%	-12%	11%	1%	0%	-8%
C/C(=N/NS(C)(=O)=O)c1ccc2ccccc2c1	-10%	-5%	?	21%	20%	10%	8%	4%	?
COc1ccc(C(=O)O/N=C(\N)Cc2ccc(Cl)cc2Cl)cc1OC	?	?	23µM*	8.9µM*	?	-43%[inhibitor]	?	?	?
Cc1ccc(S(=O)(=O)NCc2cccnc2)c(C)c1	-9%	-4%	6%	2%	1%	1%	1%	4%	-3%
O=C1NC(NS(=O)(=O)c2ccccc2)(C(F)(F)F)C(=O)N1Cc1cccnc1 (centres undefined)	12%	-1%	28%	7%	-3%	-12%	7%	-1%	22%
CN(C)c1cccc2c(S(=O)(=O)Nc3ccccn3)cccc12	-1%	-8%	-4%	4%	7%	-5%	8%	2%	-3%
COc1ccc(CCn2c(C)nc3ccccc3c2=O)cc1OC	-35%	-3%	?	2%	30%	16%	8%	18%	4%
CC(OC(=O)c1cccc(-n2cnnn2)c1)C(=O)Nc1ccc(F)cc1 (centres undefined)	3%	1%	-6%	7%	2%	9%	-15%	-14%	-17%
Cc1c(CCOC(=O)CC23CC4CC(CC(C)(C4)C2)C3)sc[n+]1CC(=O)c1ccccc1	?	3%	11%	?	22%	21%	-28%	-20%	-9%
COCC1CCN(Cc2cn[nH]c2-c2cc(OC)c(OC)c(OC)c2)CC1	-17%	-2%	4%	1%	-5%	5%	-4%	-1%	-13%
O=C(N/N=C/c1ccc(C(=O)O)cc1)C(=O)N1CCCCCC1	-6%	-5%	?	13%	-6%	-3%	7%	16%	8%
Cc1cc(C)c(OCCCNCc2ccccc2)c(Br)c1	?	5%	-8%	?	-33%[inhibitor]	-3%	-15%	-22%	-6%
COc1nc(NCC(C)C)nc(Oc2ccc(OCc3ccccc3)nn2)n1	1%	-4%	-24%	43%[activator]	6%	4%	-15%	-14%	11%
CCOc1ccc(N(C(=O)CNC(=O)c2ccco2)C(C(=O)NC2CCCC2)c2cccnc2)cc1 (centres undefined)	10%	1%	20%	13%	-17%	1%	-2%	-11%	2%
Cc1ccccc1-c1noc(-c2ccccc2OCC(=O)Nc2cccc([N+](=O)[O-])c2)n1	4%	.	6%	0%	-8%	.	.	.	-14%
CSC[C@@H]1NC(=S)N(c2ccc(C)cc2)C1=O	16%	12%	-5%	6%	?	-1%	3%	-8%	0%
CC(C)OC(=O)N(C)C[C@H]1OCc2cn(nn2)CCCC(=O)N([C@H](C)CO)C[C@@H]1C	3%	.	-10%	5%	-3%	-1%	5%	8%	22%
O=C(O)C1CCN(c2ccc([N+](=O)[O-])cc2[N+](=O)[O-])CC1	?	16%	2%	29%	-6%	0%	-1%	18%	?
O=C1C(=O)N(c2ccccc2)c2ccccc21	-5%	-8%	-5%	3%	6%	-1%	3%	0%	0%
OCCNCc1cccc(OCc2ccc(Cl)cc2)c1	7%	10%	0%	?	-18%	16%	?	?	-25%
CN(C(=O)c1cc2nc(-c3ccco3)cc(C(F)(F)F)n2n1)C1CCCCC1	15%	?	?	-12%	-9%	-3%	2%	17%	4%
O=C(NNS(=O)(=O)c1ccc(F)cc1F)C1Cc2c(ccc3ccccc23)O1 (centres undefined)	-3%	2%	1%	0%	14%	1%	-1%	-1%	?
CCCNC(=S)Nc1ccc(S(N)(=O)=O)cc1	8%[7.66 µM]	-4%	?	-3%[7.66 µM]	0%[9.22 µM]	0%	8%	8%	-1%
COc1ccc(OC)c(C(C[N+](=O)[O-])c2c(C)cc3ccccn23)c1 (centres undefined)	7%	?	?	?	-8%	0%	18µM*	23µM*	?
CSc1sc(C(=O)NN)c2c1C(O)CCC2 (centres undefined)	.	2%	25%	.	.	17%	.	.	0%
CCCC(=O)Nc1cc(=O)[nH]c2ncnn12	4%	0%	6%	19%	3%	-14%	-4%	-2%	14%
O=C(O)c1cccc(Cl)n1	1%	-12%	13%	10%	5%	-6%	11%	0%	-1%
Nn1c(SCc2nc3ccccc3[nH]2)nnc1-c1cccnc1	-19%	0%	2%	0%	-11%	-8%	1%	5%	5%
O=C(NN1C(=O)/C(=C/C=C/c2ccco2)SC1=S)c1ccccc1O	-20%	?	10%	13%	-29%	1%	-14%	12%	18%
O=C(NC(=O)N1CCOCC1)c1ccccc1	-1%	-4%	24%	9%	-24%	2%	20%	15%	1%

Arranged by heavy-atom count (largest number first): part of the list above.
SMILES	HEK293 tox	SW480 rereplic	KB-V1 MDR tox	GLP-1R inv ag	TDP-43 yeast inh	GLP-1R agonist	HT1080 IDH1KD tx	HT1080-NT tox	KB-3-1 cytotox
O=C(NN1C(=O)/C(=C/C=C/c2ccco2)SC1=S)c1ccccc1O	-20%	?	10%	13%	-29%	1%	-14%	12%	18%
CCCC(=O)Nc1cc(=O)[nH]c2ncnn12	4%	0%	6%	19%	3%	-14%	-4%	-2%	14%
O=C(O)c1cccc(Cl)n1	1%	-12%	13%	10%	5%	-6%	11%	0%	-1%
